Screening data: PubChem BioAssay, several laboratories
HEK293 NOD2/NF-kB – NOD2 signaling inhibitors, cell-based, luminescence, uHTS, HEK293 (AID 1566); HEK293 NOD2/NF-kB luciferase reporter, luminescence; higher % means a stronger effect; one-dose inhibition, % at 4 µM; EC50 in µM for titrated hits; 0.63% of 290,000 active; note: many of its hits are not listed in these tables
Myeloid diff 2 – promotes myeloid progenitor differentiation; ER-HoxA9 myeloid progenitors, lysozyme-GFP differentiation, flow cytometry; calls only at 10 µM; 1% of 360,000 active;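 active = normalized GFP-positive differentiation at or above the plate's own cutoff, the solvent-only control mean plus 3 SD; inconclusive = no clear call, values can overlap the other calls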;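 note: cells exposed to compound for four days before flow analysis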
HIV fusion peptide – cell-free HIV fusion peptide-binding blockers – biochemical, uHTS, fluorescence dequenching, primary screen (AID 1986). inhibition, % at 20 µM; hits with a dose series show IC50 in µM. 0.3% of 290,000 active. cell-free peptide binding, fluorescence dequenching, 30 min; higher % means a stronger effect; in the data active = inhibition mostly above about 52%, no sharp cut-off; inactive = mostly below about 76%; note: some results filed as inactive read as strong as hits
XIAP antagonists – XIAP antagonists, biochemical, IAP family, fluorescence polarization (AID 1018); XIAP BIR domain, fluorescence polarization peptide displacement; higher % means a stronger effect; displacement, % at 20 µM; hits with a dose series show IC50 in µM; 0.007% of 200,000 active; in the data active = displacement above about 50%; note: a part of the inactive calls stands beside numbers as strong as those of hits
NS5 inhibitors – Dengue-2 NS5 methyltransferase inhibitors, primary screen, biochemical, confirmation dose response (AID 588689) | 0.3% of 340,000 active | Dengue-2 NS5 methyltransferase capping enzyme assay, biochemical; higher % means a stronger effect | inhibition, % at 25 µM; hits with a dose series show IC50 in µM; in the data active = a potency from the dose series; inconclusive = inhibition above about 29% without an active follow-up result
AID2073 – disruptors of CaV2.2 binding to Mint1 – biochemical, HTRF (AID 2073). HTRF protein-protein interaction, Mint1-CaV2.2; higher % means a stronger effect. 0.19% of 290,000 active. inhibition, % at 20 µM; hits with a dose series show IC50 in µM; in the data active = inhibition mostly above about 51%, no sharp cut-off; inconclusive = no clear call, values can overlap the other calls; inactive = mostly below about 53%; note: some results filed as inactive read as strong as hits
SIAH1 antagonists – blockers of Siah-1 interaction with plectin peptide – biochemical, fluorescence polarization, rhodamine-plectin, uHTS, primary screen (AID 1817). 0.02% of 290,000 active. Siah-1 / rhodamine-plectin peptide fluorescence polarization; higher % means a stronger effect. one-dose displacement, % at 20 µM; IC50 in µM for titrated hits;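 active = displacement of at least 50% at 20 µM, with a fluorescence ratio check between 0.3 and a set limit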;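 note: plate controls were Siah plus tracer with DMSO for no effect and tracer alone without Siah for full effect; strong numbers were not always called active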
Lipid droplet – hepatic lipid droplet formation modulation | inhibition, % at 6.5 µM | 0.4% of 240,000 active | AML12 mouse hepatocytes, oleate lipid droplets, BODIPY imaging;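 active = lipid droplet intensity inhibited by at least 50%, with more than 500 cells counted; inconclusive = wells with under 300 cells, treated as cytotoxic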
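Assay system: AML12 hepatocytes (mouse); Probe or stimulus: oleic acid at 100 µM to induce lipid droplet formation; Dosing: compound at 6.5 µM only; Schedule: compound with oleate, overnight; Detection: fluorescence imaging, 20x objective, two fields per well; Measure: % inhibition of lipid droplet signal.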
LYP phosphatase – PTPN22 lymphoid phosphatase activity blockers – biochemical, fluorescence intensity, uHTS (AID 1779) | recombinant LYP phosphatase, fluorescence intensity; higher % means a stronger effect | one-dose inhibition, % at 11.5 µM; IC50 in µM for titrated hits | 0.054% of 290,000 active;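 note: plate controls were vehicle with enzyme for no effect and no enzyme for full effect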
Lipid droplet cells 6.5 µM – second read-out of Lipid droplet, no call of its own (marks repeat the call); cell count; measured here: cell count, cytotoxicity flag;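 cells counted across two imaged fields per well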
NS5 inhibitors pilot replicate – recorded beside NS5 inhibitors, whose call it bears; inhibition, %; measured here: pilot screen replicate inhibition
Myeloid diff 2 GFP+ MAC1+ % – further read-out of Myeloid diff 2, marked with its call; GFP+ MAC1+ double positive, %; measured here: differentiation confirmed by MAC1 staining
An asterisk follows results filed as active; i = inactive; ? = inconclusive; nt = not tested or not shown. Cut-off read from the data, not from the text of the source, unless noted: active = inhibition above about 50%; inactive = the rest. A portion of the library; the hit share may differ from the screen's.

SMILES	HEK293 NOD2/NF-kB	Myeloid diff 2	Myeloid diff 2 GFP+ MAC1+ %	HIV fusion peptide	XIAP antagonists	NS5 inhibitors	AID2073	SIAH1 antagonists	Lipid droplet	Lipid droplet cells 6.5 µM	LYP phosphatase	others
CCOc1ccc(CCNC(=O)c2cccs2)cc1OCC	11%	i	0.5	-0.1%	nt	4%	5%	4%	76*	880*	-10%
CC(=O)N/C(=N/c1nc(C)cc(C)n1)Nc1ccc(C)cc1Cl	-1%	i	0.6	-0.5%	nt	4%	7%	-2%	11	857	-3%
O=C(/C=C/c1ccccc1)N/C(=C/c1ccccc1)C(=O)NCCO	10%	i	1.0	0.2%	-6.0%	-1%	9%	3%	nt	nt	2%
Cc1cc(C)cc(NC(=O)CSc2nc(CSc3ccc(Cl)cc3)cc(=O)[nH]2)c1	12%	i	0.3	-0.5%	nt	-6%	8%	-1%	-10	699	-6%
CCN(CC)S(=O)(=O)c1cc(C(=O)OC)ccc1Cl	14%	i	0.6	-0.5%	-5.3%	-2%	1%	0%	nt	nt	-8%	NS5 inhibitors pilot replicate=1.5
COc1cccc(NC(=O)CN(C)C(=O)c2ccccc2CCc2ccccc2)c1	-4%	i	1.4	2.2%	nt	-7%	41%	3%	-10	836	5%
CCC(OC(=O)c1cc2sccc2n1C)C(=O)NCC1CCCO1 (centres undefined)	8%	i	2.2	1.0%	-6.8%	-3%	-4%	3%	nt	nt	-1%
CCOC(=O)Cn1c(=O)oc2cc(S(=O)(=O)N3CCCC(C(=O)OCC)C3)ccc21 (centres undefined)	11%	i	2.8	-2.9%	-5.7%	-4%	32%	-3%	nt	nt	-6%
O=C(Cn1nc(Cl)nc1Cl)c1ccc([N+](=O)[O-])cc1	2%	i	0.8	0.8%	nt	-4%	-1%	-3%	13	816	-1%
O=C(O)CSCNC(=O)CC12CC3CC(CC(C3)C1)C2	-2%	i	0.4	-2.4%	-9.4%	3%	-2%	-2%	nt	nt	-14%
Cc1cc(C)c(C#N)c(SCC(=O)Nc2ccc(S(=O)(=O)Nc3ncccn3)cc2)n1	26%	i	1.2	1.1%	nt	-7%	-2%	-4%	-2	718	-16%
O=S(=O)(c1ccccc1)c1nc(-c2ccccc2F)oc1NCc1cccnc1	-1%	i	0.9	0.2%	-7.9%	2%	2%	6%	-6	628	-3%
O=C(NCC1CCCN(C(=O)CN2CCCCC2)C1)c1ccccc1Cl (centres undefined)	-42%	i	0.8	-0.3%	nt	-6%	-4%	-2%	-1	728	-5%
COc1cc(/C=C/C(=O)O)cc(S(=O)(=O)Nc2ccc(F)cc2)c1OC	12%	i	0.3	4.2%	-1.8%	1%	9%	7%	8	697	-2%
COc1ccc(/C(C)=N/Nc2ccc(C(=O)O)cc2)c(OC)c1	-44%	i	0.1	12%	-2.1%	0%	9%	8%	14	682	1%

Compounds above that have two or more sulfur atoms:
SMILES	HEK293 NOD2/NF-kB	Myeloid diff 2	Myeloid diff 2 GFP+ MAC1+ %	HIV fusion peptide	XIAP antagonists	NS5 inhibitors	AID2073	SIAH1 antagonists	Lipid droplet	Lipid droplet cells 6.5 µM	LYP phosphatase	others
Cc1cc(C)cc(NC(=O)CSc2nc(CSc3ccc(Cl)cc3)cc(=O)[nH]2)c1	12%	i	0.3	-0.5%	nt	-6%	8%	-1%	-10	699	-6%
Cc1cc(C)c(C#N)c(SCC(=O)Nc2ccc(S(=O)(=O)Nc3ncccn3)cc2)n1	26%	i	1.2	1.1%	nt	-7%	-2%	-4%	-2	718	-16%

(next part)
SMILES	HEK293 NOD2/NF-kB	Myeloid diff 2	Myeloid diff 2 GFP+ MAC1+ %	HIV fusion peptide	XIAP antagonists	NS5 inhibitors	AID2073	SIAH1 antagonists	Lipid droplet	Lipid droplet cells 6.5 µM	LYP phosphatase	others
O=C(OCCOCCN=C1NS(=O)(=O)c2ccccc21)c1ccccc1Br	0%	i	0.3	-1.0%	nt	0%	6%	-2%	-3	849	-2%
CC1CN(CC(O)COc2ccc(C(=O)c3ccccc3)cc2)CC(C)O1 (centres undefined)	6%	i	0.7	2.6%	-3.3%	-7%	7%	0%	nt	nt	-3%
O=C(CCC1CCCCC1)Nc1ccc(C(=O)c2ccncc2)cc1	15%	i	0.9	-1.8%	-4.0%	2%	10%	6%	9	692	-3%
COc1cc(/C=C(/NC(=O)c2ccccc2)C(=O)Nc2ccc(O)cc2)c([N+](=O)[O-])cc1OC	14%	i	0.4	0.9%	-0.8%	1%	-4%	3%	-7	601	-3%
Nc1c(C(=O)N/N=C/c2cccnc2)oc2nc(-c3ccccc3)cc(-c3ccco3)c12	11%	i	0.4	33%	nt	nt	25%	22%	29	703	3%
Nc1ccc2c(C(F)(F)F)cc(=O)oc2c1	8%	i	1.2	5.2%	-3.0%	17%	?	0%	4	766	-19%
CCOc1ccc(S(=O)(=O)N2CCC(C(=O)NCC3CCCO3)CC2)cc1C (centres undefined)	-3%	i	2.6	1.5%	nt	-2%	-1%	-4%	33	767	-13%
CC1CC(O)(CC(O)(c2ccccc2)c2ccccc2)C(C)CN1C (centres undefined)	-4%	i	0.6	-0.7%	nt	-4%	14%	-3%	-16	868	-3%
CCCN(CCC)S(=O)(=O)c1ccc(C(=O)N2CCC(=O)c3ccccc32)cc1	9%	i	0.7	-0.8%	-1.6%	-1%	7%	1%	nt	nt	-4%
CC(C)Cn1c(SCC(=O)N2CCN(S(=O)(=O)c3ccccc3)CC2)nc2ccccc21	0%	i	0.9	-1.4%	-12%	4%	-6%	0%	nt	nt	-10%
O=C(NCc1ccccn1)c1ccc(Cn2c(=S)[nH]c3ccccc3c2=O)cc1	14%	i	0.4	3.8%	-8.1%	-8%	-14%	8%	0	712	0%
Cc1ccc(S(=O)(=O)N2CCC(C(=O)Nc3ccccc3N3CCCCC3)CC2)cc1	-20%	i	1.1	-0.5%	-5.3%	1%	-1%	2%	nt	nt	1%
CC(SC1=NCCN1S(C)(=O)=O)c1ccccc1 (centres undefined)	-6%	i	0.0	0.4%	nt	-10%	2%	0%	-9	634	-11%
O=c1[nH]nc(-c2ccc(F)cc2)cc1Cc1ccc(F)cc1	22%	i	0.4	1.3%	nt	-2%	42%	6%	-7	769	-3%
C=C(C)Cn1c(SCCN2CCOCC2)nc2c1c(=O)[nH]c(=O)n2C	24%	i	0.2	-3.0%	0.2%	-7%	5%	-4%	-20	742	-1%
COc1cc(/C=N/NC(=O)c2ccncc2)ccc1OCC(=O)Nc1cccc([N+](=O)[O-])c1	-5%	i	0.6	-1.9%	nt	4%	29%	7%	24	508	1%
COc1cccc(C(=O)Nc2cccnc2)c1	-2%	i	0.1	-2.4%	-6.5%	4%	-1%	0%	1	774	-8%
COc1ccc(NC2=CC(c3ccc(F)cc3)N(c3ccc(OC)cc3)C2=O)cc1 (centres undefined)	-7%	i	1.3	18%	-1.7%	-5%	4%	-4%	0	573	10%
Brc1cccc(OCCCCN2CCCCC2)c1	13%	i	0.0	1.0%	-3.0%	-8%	-17%	6%	-30	622	-4%
CCOC(OCC)P(=O)(C(C)C)C(C)C	16%	i	0.3	-1.3%	-0.2%	-2%	-1%	3%	-32	729	-7%
CC(C)(C)NC(=O)NCCc1ccccc1	-100%	i	0.2	-1.1%	nt	-5%	2%	-2%	3	745	-5%
CCn1c(SCc2ccc(C(=O)Nc3nccs3)cc2)nnc1-c1ccc(N)cc1	-18%	i	1.4	-0.6%	-3.0%	15%	-1%	-2%	-1	755	1%
COC(=O)c1cc(NS(=O)(=O)c2ccc(N3CCOCC3)c(NC(C)=O)c2)cc(C(=O)OC)c1	22%	i	0.5	2.8%	-1.9%	-3%	-1%	-7%	5	703	-2%
Cc1ccc(CNC(=O)c2coc(=O)c3ccccc23)o1	13%	i	0.3	1.9%	-0.2%	-3%	23%	-4%	24	729	-4%
C=CCn1c(-c2ccccc2)nc(=S)c2c1CC(C)(C)OC2	12%	i	1.4	-2.6%	-4.7%	1%	1%	0%	nt	nt	-2%
Cc1cnc(C(=O)Nc2nnc(C(C)C)s2)cn1	-33%	i	1.0	0.2%	-5.6%	1%	0%	-3%	-4	717	5%
O=C(NN1CCN(Cc2ccccc2Cl)CC1)c1ccc(Br)cc1	22%	i	0.8	0.2%	-9.4%	-4%	-6%	0%	-6	688	-6%
CCC(CC)C(=O)NCCc1ccc(S(N)(=O)=O)cc1	-22%	i	0.6	2.3%	-4.8%	-7%	-6%	-3%	17	752	-5%	NS5 inhibitors pilot replicate=4.6
COc1ccc(C(=O)N2CCN(C(C)=O)CC2)cc1S(=O)(=O)N1CCOCC1	3%	i	0.6	-0.7%	-2.9%	-5%	8%	4%	11	656	-8%
CCOC(=O)C1=C(c2ccccc2)N=C2SCC(=O)N2C1c1ccc(OCC)c(OCC)c1 (centres undefined)	5%	i	1.1	0.3%	-5.3%	-2%	1%	1%	-3	773	-2%
COc1ccc(S(=O)(=O)N2CCC3(CC2)OCCO3)cc1	3%	i	0.2	-0.2%	-4.9%	-1%	-9%	1%	14	681	-4%
Cc1ccc(NC(=O)COC(=O)CCC(=O)c2cccs2)cc1C	12%	i	0.6	-1.8%	2.0%	4%	-12%	-9%	-8	634	1%
CN(Cc1ccccc1)C(=O)c1ccc(NC(=O)c2ccccc2)cc1	14%	i	0.4	0.2%	nt	-4%	11%	4%	0	734	-5%
C#CCn1c(=NC(=O)c2ccccc2[N+](=O)[O-])sc2cc(S(C)(=O)=O)ccc21	-4%	i	0.5	1.7%	-17%	-5%	14%	-4%	-1	641	-7%
Cc1nc2ncnn2c(C)c1CCC(=O)N1CCc2ccccc21	3%	nt	nt	0.7%	-5.4%	-7%	5%	4%	4	743	-4%
COc1ccccc1/C=C1\NC(=S)N(CC2CCCO2)C1=O (centres undefined)	-15%	i	6.3	-3.2%	-4.5%	-4%	-32%	-5%	15	850	-4%
Cc1nn2cc(-c3cccc(Cl)c3)cnc2c1Br	-108%	?	nt	-0.8%	-13%	7%	16%	4%	3	662	-9%
CCN(CC)c1ccc(/C=N/NC(=S)NCc2ccc(OC)cc2)cc1	15%	i	0.7	0.4%	-6.4%	-8%	44%	5%	13	617	-1%
Cc1nc(C)c(N)c(=O)[nH]1	8%	i	1.0	-0.3%	-4.1%	3%	6%	5%	4	687	-10%
O=C(c1cc2cccc([N+](=O)[O-])c2oc1=O)N1CCOCC1	8%	i	0.7	-2.6%	nt	-11%	-12%	-1%	13	744	-6%
CCCC(=O)Nc1ccccc1NC(=O)c1ccc2c(c1)OCO2	11%	i	0.7	-0.7%	nt	-7%	-6%	4%	-8	799	-9%	NS5 inhibitors pilot replicate=-1.2
CC1(c2ccncc2)Nc2ccccc2-c2nc3ccccc3n21 (centres undefined)	-8%	i	0.4	0.9%	-0.4%	-2%	3%	7%	2	680	-3%
